PRC2 inh: blocks human EZH2/PRC2 H3K27 methylation | inhibition, % at 12.5 µM | DELFIA TRF, 1 h | hit rate 0.35% among 57,000 | Q15910;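 active means mean inhibition of replicates at least 50% and every single replicate also reaching 50%; inconclusive means mean inhibition at least 50% but some replicate falls below 50%; inactive means mean inhibition under 50%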;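 further: dimethyl H3K27 on biotinylated H3 21-44 peptide detected by antibody; plate controls were median neutral control wells for no effect and median positive control wells for full effect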
IDH1 mut inh: inhibitors of human IDH1 R132H. O75874. IDH1 R132H reductase, diaphorase/resazurin fluorescence, 60 min. inhibition, % at 10 µM. hit rate 0.18% among 70,000; in the data active means inhibition above about 34%; inconclusive means no clear call, values can overlap the other calls; inactive means below about 11%;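 further: 0% = DMSO and 100% = no enzyme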
Target sequence (O75874 whole entry R132H): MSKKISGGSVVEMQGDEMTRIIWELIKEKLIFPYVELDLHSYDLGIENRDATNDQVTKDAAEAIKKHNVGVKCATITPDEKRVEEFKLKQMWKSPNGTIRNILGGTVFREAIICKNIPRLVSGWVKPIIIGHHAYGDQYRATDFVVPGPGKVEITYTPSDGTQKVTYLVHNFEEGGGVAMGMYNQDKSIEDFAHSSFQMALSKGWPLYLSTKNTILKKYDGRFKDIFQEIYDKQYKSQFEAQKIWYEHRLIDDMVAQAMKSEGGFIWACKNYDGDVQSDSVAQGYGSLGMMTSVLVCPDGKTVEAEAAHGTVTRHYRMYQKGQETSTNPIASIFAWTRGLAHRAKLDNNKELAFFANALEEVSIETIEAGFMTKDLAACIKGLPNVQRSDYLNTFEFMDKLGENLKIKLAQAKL
* marks the source's active call; other numbers are inactive results; u = inconclusive; x = not tested or not shown. These rows are one share of the data; rates above refer to the full screens.

Each structure is followed by: PRC2 inh, IDH1 mut inh
1: Cc1cc(C)c(NC(=O)CN(C)S(=O)(=O)c2ccc(F)cc2)c(C)c1
 : -1, 0.0
2: CCS(=O)(=O)Nc1ccc2c(c1)C(=O)N(C)C[C@@H](OC)[C@H](C)CN(C(=O)CN(C)C)[C@H](C)CO2
 : 2, 0.2
3: CC(C)NC(=O)Nc1ccc2c(c1)C(=O)N([C@H](C)CO)C[C@@H](C)[C@@H](CN(C)C)O2
 : -4, 4.7
4: COc1cc(Br)cc(/C=N/NC(=O)CCCCCC(=O)O)c1O
 : 8, 1.2
5: C[C@@H]1CN([C@H](C)CO)C(=O)Cc2cc(NC(=O)CCC(F)(F)F)ccc2O[C@H]1CN(C)C(=O)NC1CCCCC1
 : 3, -0.1
6: Cc1cc(-c2ccccc2)nc(SCC(=O)Nc2ccc(OC(F)F)cc2)n1
 : 18, -0.2
7: C[C@@H]1CN([C@H](C)CO)C(=O)c2cccc(NC(=O)C3CCCCC3)c2O[C@H]1CN(C)S(C)(=O)=O
 : -1, 0.2
8: C[C@H]1CN([C@@H](C)CO)C(=O)c2cc(NS(=O)(=O)c3cn(C)cn3)ccc2O[C@@H]1CN(C)Cc1ccc(C(=O)Nc2ccccc2N)cc1
 : -10, 0.2
9: COc1ccc(S(=O)(=O)N(C)C[C@H]2Oc3ccc(NC(=O)Cc4cn(C)c5ccccc45)cc3CC(=O)N([C@H](C)CO)C[C@H]2C)cc1
 : x, u
10: C[C@@H]1CN([C@H](C)CO)S(=O)(=O)c2ccc(-c3cncnc3)cc2O[C@H]1CN(C)C(=O)Cc1ccncc1
 : x, -0.4
11: CO[C@H]1CN(C)C(=O)c2ccc(NS(C)(=O)=O)cc2OC[C@@H](C)N(C(=O)NC(C)C)C[C@H]1C
 : 5, 0.3
12: COc1ccc(CN(C)C[C@@H]2Oc3ccc(NC(=O)c4ccncc4)cc3CC(=O)N([C@H](C)CO)C[C@H]2C)cc1
 : 0, 0.2
13: COc1ccc(OC(=O)N(C)C[C@@H]2OCc3cn(nn3)CCCC(=O)N([C@@H](C)CO)C[C@H]2C)cc1
 : 0, x
14: COc1ccc(NC(=O)N[C@@H]2C=C[C@@H](CC(=O)NCc3ccccn3)O[C@@H]2CO)cc1
 : 15, 0.0
15: O=C(NO)c1cccc(C(=O)N/N=C/c2cc(Br)cs2)c1
 : 17, x
16: COc1ccc(NC(=O)N[C@H]2CC[C@@H](CCNC(=O)CCN3CCCCC3)O[C@@H]2CO)cc1
 : -14, 0.4
17: C[C@H](CO)N1C[C@H](C)[C@@H](CN(C)C(=O)Nc2ccc(F)cc2)Oc2c(NC(=O)Nc3ccc(C(F)(F)F)cc3)cccc2C1=O
 : x, 1.4
18: CC(C)CC#Cc1cnc2c(c1)C(=O)N([C@H](C)CO)C[C@@H](C)[C@H](CN(C)Cc1ccccc1F)O2
 : x, -0.7
19: C[C@H](CO)N1C[C@H](C)[C@@H](CN(C)C(=O)Nc2ccccc2)OCCCC[C@H](C)Oc2ccc(NC(=O)CCCN(C)C)cc2C1=O
 : x, 0.9
20: C[C@H]1CN([C@@H](C)CO)C(=O)Cc2cc(NC(=O)CCC(F)(F)F)ccc2O[C@@H]1CN(C)Cc1ccncc1
 : 16, 0.8
21: CCCN(C)C[C@H]1Oc2cc(-c3cccc(F)c3)ccc2S(=O)(=O)N([C@H](C)CO)C[C@H]1C
 : 4, -0.5
22: C[C@H]1CN([C@@H](C)CO)C(=O)c2cccc(NC(=O)c3ccncc3)c2O[C@@H]1CN(C)C(=O)Nc1ccc(F)cc1
 : 4, x
23: CC(C)CC#Cc1cnc2c(c1)C(=O)N([C@H](C)CO)C[C@H](C)[C@@H](CN(C)C(=O)CN1CCOCC1)O2
 : 7, -5.5
24: O=C(C[C@@H]1CC[C@@H](NC(=O)Nc2ccc(C(F)(F)F)cc2)[C@H](CO)O1)NCCN1CCCC1
 : -1, -0.2
25: O=C(C[C@H]1CC[C@H](NS(=O)(=O)c2ccc(F)cc2)[C@@H](CO)O1)N1CCN(c2ccccc2)CC1
 : 2, 0.0
26: C/C=C/c1ccc2c(c1)O[C@@H](CN(C)CC1CC1)[C@@H](C)CN([C@@H](C)CO)S2(=O)=O
 : -9, -1.0
27: O=C(CCCn1cc([N+](=O)[O-])cn1)Nc1cc(F)ccc1F
 : 11, 0.0
28: N#Cc1ccccc1CSc1nnc(-c2ccc([N+](=O)[O-])cc2)n1-c1ccccc1
 : 12, -0.3
29: C[C@@H]1CN([C@H](C)CO)C(=O)c2cccc(N(C)C)c2O[C@H]1CN(C)C(=O)Nc1ccc2c(c1)OCO2
 : 10, x
30: C[C@@H]1CCCCO[C@@H](CN(C)Cc2ccc(C(=O)O)cc2)[C@@H](C)CN([C@@H](C)CO)C(=O)c2cc(NC(=O)Nc3cccc4ccccc34)ccc2O1
 : x, -4.9
31: COc1cccc(CNC(=O)C[C@H]2CC[C@H](NC(=O)C3CCC3)[C@@H](CO)O2)c1
 : -3, 0.0
32: O=C(COc1ccccc1)NC(=S)Nc1cc(-c2nc3ccccc3o2)ccc1Cl
 : 17, 0.7
33: CN(CC(=O)Nc1ccc(C(N)=O)cc1)S(=O)(=O)c1ccc2ccccc2c1
 : 2, 0.2
34: C[C@H]1CCCCO[C@H](CN(C)S(=O)(=O)c2ccc(Cl)cc2)[C@@H](C)CN([C@@H](C)CO)C(=O)c2cc(NC(=O)Nc3cccc4ccccc34)ccc2O1
 : x, -3.3
35: CCC(=O)Nc1ccc2c(c1)C(=O)N(C)C[C@@H](OC)[C@H](C)CN(C(=O)Cc1cccnc1)[C@@H](C)CO2
 : 7, 0.0
36: C=CC1c2cc(O)c(OC)cc2CCN1Cc1cccc(OC(F)(F)F)c1 (stereo not given)
 : -5, x
37: C[C@@H]1CN([C@H](C)CO)C(=O)c2cc(NC(=O)Cc3ccccc3)ccc2O[C@@H]1CN(C)S(=O)(=O)c1cccs1
 : x, 0.3
38: Cc1ccccc1S(=O)(=O)NCC[C@H]1CC[C@H](NS(=O)(=O)c2ccccc2C)[C@@H](CO)O1
 : 1, -0.2
39: COCCCNC(=O)[C@]1(Cc2ccccc2N=[N+]=[N-])N=C(c2ccc(OCCCO)cc2)O[C@@H]1c1ccccc1
 : 1, x
40: Cc1ccc(Cn2nc(C)c(NC(=O)c3nc4ncccn4n3)c2C)cc1
 : -3, -0.4
41: COc1ccc(C)cc1NC(=O)NCCCN1CCN(c2ccccc2C)CC1
 : -9, 1.5
42: Cc1noc(C)c1NC(=O)N(C)C[C@@H]1OCCCC[C@@H](C)Oc2ccc(NS(=O)(=O)c3ccc(Cl)cc3)cc2C(=O)N([C@@H](C)CO)C[C@H]1C
 : x, 2.4
43: COc1ccccc1S(=O)(=O)N[C@@H]1CC[C@H](CCn2cc(C3CCCCC3)nn2)O[C@@H]1CO
 : -4, -0.4
44: C[C@H](CO)N1C[C@H](C)[C@H](CN(C)C(=O)CCC(F)(F)F)OCCCC[C@H](C)Oc2ccc(NC(=O)CCC(F)(F)F)cc2C1=O
 : x, -0.2
45: C[C@H](CO)N1C[C@H](C)[C@H](CN(C)C(=O)NC2CCCCC2)Oc2ccc(NC(=O)Nc3ccc(C(F)(F)F)cc3)cc2C1=O
 : x, -6.7
46: Cc1c(Nc2ncccc2C(=O)O)cccc1C(F)(F)F
 : x, -1.8
47: COc1ccc(Cl)cc1NC(=O)CSc1nnc(-c2ccc(Br)cc2)o1
 : 26, -0.3
48: COc1ccc(N(C(C)C(=O)Nc2ccc(Br)cc2)S(C)(=O)=O)cc1 (stereo not given)
 : -4, 0.2
49: COc1ccccc1NC(=O)N[C@@H]1C=C[C@H](CC(=O)N2CCC(Cc3ccccc3)CC2)O[C@H]1CO
 : -1, -0.2
50: CCC(=O)N1C[C@@H](C)[C@H](OC)CN(C)C(=O)c2ccc(NC(=O)c3ccc(F)cc3)cc2OC[C@@H]1C
 : -3, 0.2
51: O=C(Nc1ccc2c(c1)[C@@H]1C[C@@H](CC(=O)N3CCc4ccccc4C3)O[C@@H](CO)[C@@H]1O2)C1CCC1
 : -1, 0.2
52: CCC(=O)N(C)C[C@@H]1Oc2ncc(C3=CCCC3)cc2C(=O)N([C@@H](C)CO)C[C@@H]1C
 : -6, 1.2
53: CC(C)=CCC[C@H](C)C/C=N/NC(=O)c1ccc(C(=O)NO)cc1
 : -8, -0.1
54: CCCC#Cc1ccc2c(c1)O[C@@H](CN(C)C(=O)CC1CC1)[C@@H](C)CN([C@H](C)CO)S2(=O)=O
 : -20, -0.6
55: O=C(C[C@H]1C[C@@H]2c3cc(NS(=O)(=O)c4ccc(F)cc4)ccc3O[C@@H]2[C@@H](CO)O1)NCCN1CCCCC1
 : -2, 1.6
56: COCC#Cc1ccc2c(c1)O[C@@H](CN(C)Cc1cncnc1)[C@@H](C)CN([C@H](C)CO)S2(=O)=O
 : -9, 0.4
57: O=C(Nc1ccccc1)Nc1ccc2c(c1)[C@@H]1C[C@H](CC(=O)N3CCOCC3)O[C@H](CO)[C@@H]1O2
 : -16, -0.4
58: Cc1ccnc(N)c1
 : -4, 0.2
59: Cc1ccc(S(=O)(=O)N(C)C[C@H]2Oc3c(NS(=O)(=O)c4cccs4)cccc3C(=O)N([C@H](C)CO)C[C@H]2C)cc1
 : x, 1.8
60: C[C@@H]1CN([C@H](C)CO)C(=O)Cc2cc(NC(=O)NC3CCCCC3)ccc2O[C@H]1CN(C)Cc1ccc(Oc2ccccc2)cc1
 : x, -2.0

Compound profiles, as listed above. Values in the order: PRC2 inh, IDH1 mut inh
`Cc1ccccc1S(=O)(=O)NCC[C@H]1CC[C@H](NS(=O)(=O)c2ccccc2C)[C@@H](CO)O1` is listed with 1, -0.2
`O=C(Nc1ccc2c(c1)[C@@H]1C[C@@H](CC(=O)N3CCc4ccccc4C3)O[C@@H](CO)[C@@H]1O2)C1CCC1` is listed with -1, 0.2
`CCCC#Cc1ccc2c(c1)O[C@@H](CN(C)C(=O)CC1CC1)[C@@H](C)CN([C@H](C)CO)S2(=O)=O` is listed with -20, -0.6
`CN(CC(=O)Nc1ccc(C(N)=O)cc1)S(=O)(=O)c1ccc2ccccc2c1` is listed with 2, 0.2
`CCC(=O)N(C)C[C@@H]1Oc2ncc(C3=CCCC3)cc2C(=O)N([C@@H](C)CO)C[C@@H]1C` is listed with -6, 1.2

The results go on:
Each structure is followed by: PRC2 inh, IDH1 mut inh
61: CO[C@@H]1CN(C)C(=O)c2ccc(NC(C)=O)cc2OC[C@H](C)N(Cc2ccncc2)C[C@@H]1C
 : 3, 0.0
62: COCC(=O)N1C[C@@H](C)[C@H](OC)CN(C)C(=O)c2ccc(NC(=O)c3cc(C)on3)cc2OC[C@@H]1C
 : 2, 0.3
63: Cc1cc(CNC(=S)Nc2ccc(S(N)(=O)=O)cc2)nn1C
 : -7, 0.4
64: COc1ccc(NC(=O)CNC(=O)c2ccccc2)cc1Cl
 : -15, 0.3
65: COc1ccc(C#Cc2cnc3c(c2)C(=O)N([C@@H](C)CO)C[C@H](C)[C@H](CN(C)C(=O)CN(C)C)O3)cc1
 : -15, 1.4
66: Cc1noc(C)c1NC(=O)N(C)C[C@H]1OCCCC[C@H](C)Oc2ccc(NS(=O)(=O)c3ccccc3)cc2C(=O)N([C@@H](C)CO)C[C@@H]1C
 : x, 2.7
67: COc1cc(NC(=O)Cn2nc(C(F)(F)F)c(Cl)c2C)cc(OC)c1OC
 : -17, 0.5
68: O=C(C[C@H]1CC[C@H](NC(=O)Nc2cc(F)ccc2F)[C@H](CO)O1)NCc1ccccn1
 : -2, 0.4
69: C[C@H]1CN([C@@H](C)CO)S(=O)(=O)c2ccc(-c3cccc(F)c3)cc2O[C@@H]1CN(C)C(=O)Nc1cc(F)ccc1F
 : -5, 0.5
70: CC(C)NC(=O)N(C)C[C@H]1Oc2ncc(C#Cc3ccncc3)cc2C(=O)N([C@H](C)CO)C[C@H]1C
 : 0, 24
71: C[C@H](CO)N1C[C@H](C)[C@@H](CN(C)CC2CC2)Oc2ccc(NS(=O)(=O)c3cn(C)cn3)cc2C1=O
 : 5, x
72: Cc1ccc(S(=O)(=O)N(CC(=O)Nc2cccnc2)c2cc(C)cc(C)c2)cc1
 : -2, -0.9
73: C[C@@H]1CN([C@H](C)CO)C(=O)c2cc(NC(=O)CCC(F)(F)F)ccc2O[C@@H]1CN(C)Cc1ccc(-c2ccccc2)cc1
 : x, -0.1
74: CCC(=O)N(C)C[C@@H]1Oc2ncc(C#Cc3ccccc3OC)cc2C(=O)N([C@@H](C)CO)C[C@@H]1C
 : x, 0.1
75: CNC[C@@H]1Oc2cc(C#CC3(O)CCCC3)ccc2S(=O)(=O)N([C@@H](C)CO)C[C@H]1C
 : 0, 0.2
76: Cc1noc(C)c1NC(=O)Nc1ccc2c(c1)C(=O)N([C@H](C)CO)C[C@@H](C)[C@@H](CN(C)Cc1ccc(C(=O)O)cc1)O2
 : x, 0.2
77: COc1cccc2cc(C(=O)C3C(=O)C(=O)N(c4cc(C)on4)C3c3ccccc3)oc12 (stereo not given)
 : -56, -0.5
78: O=C(C[C@@H]1CC[C@H](NC(=O)Nc2cc(F)ccc2F)[C@@H](CO)O1)NCc1ccncn1
 : -9, 0.4
79: C[C@H](CO)N1C[C@H](C)[C@H](CN(C)C(=O)Cc2cccnc2)Oc2cc(-c3cncnc3)ccc2S1(=O)=O
 : -2, -1.8
80: C[C@H](CO)N1C[C@H](C)[C@H](CN(C)Cc2ccccc2)Oc2ccc(NC(=O)Nc3ccc(F)cc3)cc2CC1=O
 : -12, 1.1
81: C[C@H]1CN([C@@H](C)CO)C(=O)Cc2cc(NC(=O)C3CC3)ccc2O[C@H]1CN(C)Cc1ccc(Oc2ccccc2)cc1
 : x, 0.8
82: O=C(NCC[C@@H]1CC[C@H](NS(=O)(=O)c2cccc(F)c2)[C@H](CO)O1)C1CC1
 : 0, 0.1
83: C/C(=C\CC[C@@H](C)[C@H]1CC(O)[C@@]2(C)C3CC[C@H]4C(C)(C)[C@@H](O[C@@H]5OC(COC6OC(CO)C(O)C(O)C6O)C(O)C(O)C5O)CC[C@@]45C[C@@]35CC(O)[C@]12C)C(=O)OC1OC(CO)C(O)C1O (stereo not given in full)
 : x, -0.9
